HepG2 viability: counter-screen for TGF-b inhibitors: cytotoxicity in HepG2 cells | HepG2 CAGA-GFP viability, ATP luminescence, 18 h | Potency, µM (titrated, usually from 46.1 µM), for inactives: top-dose activity change, negative = cytotoxicity, usual class: cytotoxic | hit rate 0.76% among 410,000; note: potency is the fitted concentration of half-maximal effect; some results filed as inactive show a strong effect at the top dose
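HepG2 CAGA-GFP cells (1000/well, DMEM with 1% FBS) received compound, then TGF-beta at 500 pg/mL final, and were incubated 18 hours at 37 degrees C. Viability was read by CellTiter-Glo luminescence. Media-only wells were set as complete cell-killing and DMSO as no toxicity.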
TGFb SMAD3 inh: inhibitors of TGF-b signaling; hit rate 1.2% among 410,000; AID 588855; HepG2 CAGA-GFP TGF-b/SMAD3 reporter, GFP fluorescence, 18 h; TGF-beta stimulated, 500 pg/mL final; Potency, µM (top dose mostly 46.1 µM), without a hit: top-dose activity, negative = inhibition, most hits filed as inhibitors; note: potency is the fitted concentration of half-maximal effect; % is set by controls: 0 for no effect and ±100 for the full control effect; nearly all actives have a fitted effect of over 65% in size
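HEPG2 CAGA-GFP, 1000 cells/well; 2 h settle, 37 C; cpd via pin tool; TGF-b 500 pg/mL final; 18 h, 37 C; GFP imaging ex488/em500-530; %Activity normalised to -TGF-b and +DMSO controls; CRC fit, curve class.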
Nrf2 activator: activates Nrf2 signaling. AREc32 ARE-luciferase reporter (MCF7-derived line), luminescence, 24 h. Potency, µM (titrated, usually from 46.1 µM), for the others: top-dose activation, actives largely listed as activators. hit rate 0.31% among 410,000; note: potency is the fitted concentration of half-maximal effect; % of control where 0% means no effect; nearly all actives have a fitted effect of over 65% in size
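AREc32_Fluc, 1000 cells/well, OPTI-MEM + 5% FBS, o/n 37 deg C 5% CO2; 23 nL cpd by pin tool, 24 hr; Steady-Glo 30 min RT, luminescence.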
Nrf2 block: inhibitors of Nrf2 signaling. AID 504444. Potency, µM (highest dose often 46 µM), inactives show top-dose activity change, negative = inhibition, usual class: inhibitors. hit rate 2.1% among 360,000. A549 ARE-Fluc reporter, luciferase luminescence, 18-24 h; note: potency is the fitted concentration of half-maximal effect; % is set by controls: 0 for no effect and ±100 for the full control effect; nearly all actives have a fitted effect of over 60% in size
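Cells were seeded and rested 2 h, then exposed to compounds for 18-24 h. CellTiter-Fluor was read first as a viability measure. BugLite was added 15 min before the final luminescent read of ARE-luciferase activity in A549 cells.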
Mm-Cpn inhibitor: inhibitors of Methanococcus maripaludis chaperonin (MmCpn). purified Mm-Cpn ATPase, ADP Transcreener TR-FRET. Potency, µM (titrated, usually from 76.9 µM), inactives show at the top dose activity, negative = inhibition, actives largely listed as inhibitors. hit rate 0.031% among 330,000. AID 504842; note: potency is the fitted concentration of half-maximal effect; % is set by controls: 0 for no effect and ±100 for the full control effect; nearly all actives have a fitted effect of over 80% in size
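Reaction buffer contained 30 mM Tris pH 7.4, 100 mM KCl, 5 mM MgCl2 and 1 mM DTT. Mm-CPN (25 nM final) hydrolysed 10 uM ATP over 30 min at 37°C; ADP was read by HTRF.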
Abeta yeast res: compounds reversing amyloid beta toxicity in yeast; yeast expressing A-beta42, growth rescue, OD600, 48 h; response scale: 0% DMSO, 100% iron-clioquinol control; Potency, µM (highest dose often 46.1 µM), inactives show at the top dose growth rescue, most hits filed as activators; hit rate 0.063% among 410,000; AID 1347071; note: potency is the fitted concentration of half-maximal effect; nearly all actives have a fitted effect of over 55% in size
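Yeast A-beta toxicity model in growth medium with pinned compounds, 48 h at 30 C; growth read as absorbance at 600 nm. Normalized to FeCl3/clioquinol equimolar mix (positive) and DMSO (negative).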
CCT chaperon mod: changes cytosolic chaperonin activity; activity change, % (no concentration beside the values), hits read low; AID 651819; hit rate 0.3% among 360,000; purified chaperonin ATPase assay, HTRF ADP detection, 30 min; in the data active = activity change below about -30%; note: % is set by controls: 0 for no effect and ±100 for the full control effect
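TRiC (40 or 20 nM final, by batch activity) in 30 mM Tris pH 7.4, 100 mM KCl, 5 mM MgCl2, 1 mM DTT was treated with compound at 76 uM single dose, then 10 uM ATP, 30 min at 37 °C. ADP was read by HTRF Transcreener.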
Akt phos inh: inhibitors of Akt phosphorylation. hit rate 0.32% among 360,000. activity change, % for hits at 50 µM. AID 651550. Neuro2A IGF-stimulated pAkt S473 HTRF, 20 min; stronger effect = lower value; in the data active = activity change below about -80%; inconclusive = mostly about -51% to -80%; note: % is set by controls: 0 for no effect and ±100 for the full control effect
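Single-point screen (50 µM final compound) in Neuro2A cells stimulated 20 min with 6 nM IGF at 37 deg C. After lysis, Ser473-phosphorylated Akt read by HTRF (ex 330 nm, em 615/665 nm) as the 665/615 ratio.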
A549 tox: kills or reduces viability of A549 cells in Nrf2 counter-screen. A549 ARE-Fluc cells, CellTiter-Fluor viability, 18-24 h. Potency, µM (series often up to 46 µM), without a hit: at the highest dose activity change, negative = cytotoxicity, usual class: inhibitors. hit rate 0.16% among 390,000. AID 504648; note: potency is the fitted concentration of half-maximal effect; % is set by controls: 0 for no effect and ±100 for the full control effect
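Cytotoxicity counterscreen: CellTiter-Fluor fluorescence was measured in A549 ARE_Fluc cells after 18-24 h of compound exposure in a concentration series. The subsequent BugLite luminescent read reports ARE-luciferase activity.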
The depositor's hits bear a star; i = inactive; ? = inconclusive; · = not tested or not shown; & = joins results of further samples; [ ] = another dose, or the depositor's remark. Unless noted, calls come from the whole dose curve; as a rule, active = well fitted curve in the direction sought with a large enough effect; inconclusive = small, poorly fitted or top-dose-only effect, or another doubt; inactive = no such curve, though single readings can be large; an effect the other way counts as inactive or inconclusive. Compounds as they come. About 4.3% of those tested had a hit in this group.

SMILES | HepG2 viability | TGFb SMAD3 inh | Nrf2 activator | Nrf2 block | Mm-Cpn inhibitor | Abeta yeast res | CCT chaperon mod | Akt phos inh | A549 tox
O=C(Nc1ncc(Cc2cccc(Cl)c2)s1)c1cccs1 | -15% | ? | 2.8% | -21% | -18% | ? | -0.5 | i | -28%
O=C(NCCCN1CCN(c2ccccc2F)CC1)c1nnc(Cc2ccc(Cl)cc2Cl)o1 | -62% | 11µM* | 3.9% | 18µM* | · | 10% | · | · | -15%
N=c1nc(-c2ccccc2)ccn1O | 0% | -26% | 0.0% | 6% | -1% | 12% | 1.2 | i | 3%
O=C(NCc1ccc2c(c1)OCO2)C1CC(c2ccc(Cl)c(Cl)c2)=NO1 (stereo not given) | -45% | 1% | -0.5% | 9% | 0% | 1% | 0.7 | i | 11%
COc1ccc(C(=O)/C=C/NCc2ccc(F)cc2)cc1OC | -9% | -2% | 4.5% | 6% | 0% | -93%[inhibitor] | -0.9 | i | 0%
CCCc1cc(=O)[nH]c(SCC(=O)NCCC2=CCCCC2)n1 | 3% | -4% | 0.2% | 14% | 2% | 0% | -1.8 | i | -5%
Fc1ccc(Cn2cccc2C2=NC(c3ccccc3)CO2)cc1 (stereo not given) | -18% | -8% | 0.5% | 1% | -4% | 5% | -3.6 | i | -2%
Cc1ccccc1Nc1c([N+](=O)[O-])ccc2c1=NC1(CCCCC1)N=2 | -3% | -16% | -0.7% | 19% | -1% | 11% | 0.6 | i | -7%
O=C(Nc1ccc(Br)cc1)C1CCCN(C2=NS(=O)(=O)c3ccccc32)C1 (stereo not given) | -3% | 8% | 0.5% | ? | 1% | 12% | 0.2 | i | -15%
C#CCOCCOCCOCCNc1nc(N2CCN(C(=O)Cn3cc(CCO)nn3)CC2)nc(N2CCN(C(=O)[C@H]([C@@H](C)O)n3cc(CCCCN)nn3)CC2)n1 | 4% | -1% | 0.7% | 6% | -1% | -15% | -1.5 | i | 2%
Cc1cc(C)nc(-n2ncc3c2CCCC3=O)n1 | 2% | -1% | 0.4% | -14% | 1% | -8% | -1.0 | i | 4%
Cc1csc(-c2cc(C(=O)NCc3ccc(F)cc3)n[nH]2)c1 | -14% | 7% | 0.0% | · | · | -17% | -1.0 | i | ·
Cc1ccccc1NC(=O)CCC(=O)N/N=C/c1ccncc1 | 0% | -3% | 0.1% | 1% | 1% | 7% | -1.3 | i | 3%
Cc1nnc(SCC(=O)NC2CCCCC2)s1 | -1% | 6% | 3.8% | -4% | 0% | -37% | -3.7 | i | 2%
O=C(Nc1cnn(Cc2ccc(F)cc2)c1)c1cnn2c(C(F)F)cc(-c3ccccc3)nc12 | 28%&-33% | -9%&-24% | -0.7% | ? | -1% | -1% | -0.6 | i | 0%&-2%
COCCN(C(=O)c1cc2c(s1)CCCCC2)c1c(N)n(CC(C)C)c(=O)[nH]c1=O | 15% | 33% | 0.7% | -15% | -1% | -31%[inhibitor] | 3.3 | i | -2%
CCCCc1nnc(NC(=O)Cc2ccc(S(=O)(=O)N3CCOCC3)s2)s1 | -3% | 4% | 0.3% | 3% | ? | -27% | 0.1 | i | 11%
CCCCC1(Br)C(=O)N(c2ccccc2)N(c2ccccc2)C1=O | 7% | -17% | -0.4% | 8% | 0% | 3% | -3.1 | i | -7%
COCCCN1C(=O)C(=O)/C(=C(/O)c2ccc(S(=O)(=O)N3CCCCC3)cc2)C1c1ccc(F)cc1 (stereo not given) | -2% | -14% | -0.2% | 10% | -2% | 7% | -0.7 | i | 4%
CCOC(=O)c1oc2cccc(O)c2c1C | -14% | 18% | 26% | 5% | -2% | -23% | 1.1 | i | 12%

Taken from above:
`Cc1csc(-c2cc(C(=O)NCc3ccc(F)cc3)n[nH]2)c1` – Abeta yeast res: -17%
`O=C(Nc1ncc(Cc2cccc(Cl)c2)s1)c1cccs1` – HepG2 viability: -15%

Additional entries.
SMILES | HepG2 viability | TGFb SMAD3 inh | Nrf2 activator | Nrf2 block | Mm-Cpn inhibitor | Abeta yeast res | CCT chaperon mod | Akt phos inh | A549 tox
O=C(NCCN1CCOCC1)C1CC(=O)N(c2ccc(F)c(Cl)c2)C1 (stereo not given) | 10% | 0% | -0.4% | -9% | 0% | 13% | -3.8 | i | 0%
OC(c1ccc(Cl)c(Cl)c1)c1ncc(-c2ccc(Cl)cc2)[nH]1 (stereo not given) | -70% | ? | -0.2%[9.22 µM] | · | · | -92%[inhibitor] | -4.4 | i | ·
COc1ccc(C(C#N)=Cc2ccc(OC)c(OC)c2)cc1 | -13% | 0% | 8.3% | · | · | 0% | -1.8 | i | ·
COc1ccc(-c2c(C(F)(F)F)nn(C)c2NC(=O)c2ccco2)cc1 | 1% | 0% | 0.0% | -13% | 1% | 9% | -1.6 | i | -10%
O=C(COC(=O)c1ccc[nH]c1=O)NC1CCCCCCC1 | 4% | -1% | -0.7% | -4% | -4% | -1% | -4.4 | i | 1%
CC(C)(C)OC(=O)C[C@H]1C/C=C\C[C@@H](CC(=O)N[C@H](CO)Cc2ccccc2)C(=O)N2CCC[C@H]2COC1=O | -15% | ? | -1.2% | -17% | -4% | 9% | -4.2 | i | -4%
CCOC(=O)N1CCc2c(sc(NCc3ccc(N(C)C)cc3)c2C(=O)Nc2ccccc2OCC)C1 | -21% | -27% | 11% | · | · | -8% | · | · | -9%
COc1ccc(/C=C2\N=C3CCCCCN3C2=O)cc1 | 9% | ? | 3.4% | 1% | -1% | 2% | -1.9 | i | 1%
C/C(=N\NC(=O)CNc1cccc2ccccc12)c1ccccc1 | -14% | -22% | -0.8% | 3% | 1% | 3% | 0.8 | i | -1%
COc1ccc2cc(C(=O)N/N=C/c3sc4ccccc4c3O)ccc2c1 | -23% | 75%[activator] | 0.4% | ? | -1% | 0% | -1.2 | i | ?

Five entries picked at random from those above:
SMILES | HepG2 viability | TGFb SMAD3 inh | Nrf2 activator | Nrf2 block | Mm-Cpn inhibitor | Abeta yeast res | CCT chaperon mod | Akt phos inh | A549 tox
N=c1nc(-c2ccccc2)ccn1O | 0% | -26% | 0.0% | 6% | -1% | 12% | 1.2 | i | 3%
CC(C)(C)OC(=O)C[C@H]1C/C=C\C[C@@H](CC(=O)N[C@H](CO)Cc2ccccc2)C(=O)N2CCC[C@H]2COC1=O | -15% | ? | -1.2% | -17% | -4% | 9% | -4.2 | i | -4%
CCOC(=O)c1oc2cccc(O)c2c1C | -14% | 18% | 26% | 5% | -2% | -23% | 1.1 | i | 12%
O=C(NCCCN1CCN(c2ccccc2F)CC1)c1nnc(Cc2ccc(Cl)cc2Cl)o1 | -62% | 11µM* | 3.9% | 18µM* | · | 10% | · | · | -15%
O=C(Nc1cnn(Cc2ccc(F)cc2)c1)c1cnn2c(C(F)F)cc(-c3ccccc3)nc12 | 28%&-33% | -9%&-24% | -0.7% | ? | -1% | -1% | -0.6 | i | 0%&-2%

(next part)
SMILES | HepG2 viability | TGFb SMAD3 inh | Nrf2 activator | Nrf2 block | Mm-Cpn inhibitor | Abeta yeast res | CCT chaperon mod | Akt phos inh | A549 tox
CCOc1ccc(-c2nnn(CC(=O)N3CCCC(C)C3)n2)cc1 (stereo not given) | -4% | -18% | -1.0% | ? | -3% | -9% | 1.3 | i | -10%
CCOC(=O)c1cc(C)n(CC2CCC(C(=O)Nc3ccc(C)cc3)CC2)c1C (stereo not given) | -15% | ? | -0.6% | ? | · | -11% | · | · | 2%
Cc1nc(N2CCc3ccccc3C2)[nH]c(=O)c1Cc1ccccc1 | 5% | 13% | 3.3% | -4% | 0% | 11% | -3.2 | i | -2%
CCCc1nnc(NC(=O)Cn2cnc3ccccc3c2=O)s1 | -2% | -16% | -0.3% | -20% | -1% | 10% | 1.6 | i | 0%
Cc1ccc(NC(=O)C2=C(O)c3sccc3N(C)S2(=O)=O)cc1 | 4% | -26% | -0.4% | 3% | 0% | -33%[inhibitor] | -1.8 | i | -15%
COc1ccc2c(C=O)c[nH]c2c1 | 11% | 21% | 3.9% | 6% | -11% | -16% | -2.2 | i | 8%
Nc1ncc2c(n1)CC(c1ccco1)CC2=O (stereo not given) | -10% | 15% | 5.1% | 2% | -2% | 8% | 2.7 | i | 2%
COc1ccc(CNC(=O)CNC(=O)[C@@H]2Cc3ccccc3CN2)cc1 | -35% | 4% | -0.8% | -18% | 1% | -4% | -2.7 | i | 4%
COc1ccc(OC)c(CCNC(=O)C(C)n2c(C)c3cnn(-c4ccccc4)c(=O)c3c2C)c1 (stereo not given) | -19% | -15% | 0.1% | -27% | · | -9% | · | · | 1%
C=CCn1cnc2c(NCc3ccccc3)ncnc21 | -18% | -3% | 0.2% | · | -1% | 8% | -0.2 | i | 11%
Cc1ccc(C(=O)N2CCN(c3ncccn3)CC2)o1 | 11% | -1% | -1.7% | -14% | 1% | -3% | 2.3 | · | -8%
Cc1ccc(C(c2nnnn2C(C)(C)C)N2CCN(C3CCCC3)CC2)cc1 (stereo not given) | 4% | -21% | 0.1% | · | 1% | 5% | 2.8 | i | 10%
COc1ccc(/C(C)=N/NC(=O)c2nnn(-c3nonc3N)c2-c2ccccc2)cc1 | -2% | -2% | 0.0% | -15% | 3% | 1% | 1.2 | i | 1%
O=C(Nc1cccnc1)c1cccc([N+](=O)[O-])c1 | -2% | 19% | 0.1% | -23% | -3% | 4% | 0.8 | i | -7%
CCN(c1ccc(Cl)cc1)S(=O)(=O)c1nnc(NC(=O)c2ccccc2C)s1 | -37% | -16% | -1.4% | -25% | · | -8% | · | · | -2%
COc1ccccc1CNC(=O)CSc1nnc(C)c2c(C)n(-c3ccccc3)nc12 | -26% | ? | -0.8% | ? | · | -9% | · | · | 0%
